Neddyl block: inhibitors of cullin neddylation, primary screen, biochemical, TR-FRET, uHTS, NAE and Ubc12. NEDD8-conjugating enzyme Ubc12 (Homo sapiens) + NEDD8-activating enzyme E1 regulatory …. calls only at 25 µM. 360,000 compounds, 0.58% hits; in the data active means inhibition above about 36%
Target sequence (P61081 whole entry, looked up): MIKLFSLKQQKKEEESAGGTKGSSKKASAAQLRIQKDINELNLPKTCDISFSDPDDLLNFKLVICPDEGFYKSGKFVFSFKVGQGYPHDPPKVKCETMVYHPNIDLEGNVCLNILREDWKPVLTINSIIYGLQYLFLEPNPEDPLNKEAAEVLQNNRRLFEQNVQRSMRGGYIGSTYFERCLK
Target sequence (Q13564 whole entry, looked up): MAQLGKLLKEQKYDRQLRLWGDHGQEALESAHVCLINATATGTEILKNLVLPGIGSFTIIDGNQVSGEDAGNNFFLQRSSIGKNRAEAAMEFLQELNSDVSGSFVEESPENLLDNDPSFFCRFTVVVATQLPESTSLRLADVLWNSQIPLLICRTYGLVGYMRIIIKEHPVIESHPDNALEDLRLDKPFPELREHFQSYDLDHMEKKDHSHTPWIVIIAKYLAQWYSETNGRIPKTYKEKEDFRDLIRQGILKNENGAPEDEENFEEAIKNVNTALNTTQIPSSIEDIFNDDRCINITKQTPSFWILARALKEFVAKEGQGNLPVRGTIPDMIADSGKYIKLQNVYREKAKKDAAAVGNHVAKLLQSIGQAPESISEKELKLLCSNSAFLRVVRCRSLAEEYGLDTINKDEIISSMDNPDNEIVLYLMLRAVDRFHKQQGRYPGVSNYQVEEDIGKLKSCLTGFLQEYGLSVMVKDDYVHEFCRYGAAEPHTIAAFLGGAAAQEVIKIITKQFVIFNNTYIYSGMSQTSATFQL
Rin1-Abl PPI inh: inhibitors of Rin1-Abl protein binding, primary screen, biochemical, TR-FRET; AID 588664, 2011; inhibition, % at 7.35 µM; Tyrosine-protein kinase ABL1 (Homo sapiens) + Ras and Rab interactor 1 (Homo sapiens), …; 360,000 compounds, 0.4% hits; in the data active means inhibition above about 5%, passing the limit was not always enough
MT1-MMP act inh: blockers of MT1-MMP proenzyme processing, primary screen, HT1080 RFP-PRO-GFP cells, GFP/RFP fluorescence | GFP/RFP ratio change, % at 20 µM | GFP/RFP ratio fluorescence, overnight; percent of plate control window, DMSO zero | AID 651647, 2012 | 360,000 compounds, 0.061% hits;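 active means GFP/RFP ratio change of at least 30% with cell ATP level not reduced by more than half and red fluorescence within 50% of control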; further: strong numbers were not always called active
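Assay system: HT1080 RFP-PRO-GFP cells. Benchmarks: DMSO vehicle wells and RFP-L50D-GFP reporter cell wells. Times: overnight cell settling, then overnight compound exposure, 37 °C, 5% CO2. Compound: 20 µM single dose, 1% DMSO. Read-out basis: GFP/RFP fluorescence ratio.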
SKN-1 inh: suppressors of acrylamide-induced Pgst-4::GFP reporter in worms, primary screen, SKN-1 inhibitor project, whole organism, uHTS, GFP/RFP fluorescence ratio, strain VP596; C. elegans VP596 Pgst-4::GFP/RFP ratio, 24 h; 360,000 compounds, 0.49% hits; inhibition, % at 21.8 µM;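 active means interference check ratio from 0.5 to 1.5 plus GFP to RFP signal ratio inhibition reaching or exceeding a fixed threshold, cut at about 30% in these data, passing the limit was not always enough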; further: some compounds called inactive have numbers as strong as hits
FAS-TE inh: FAS thioesterase domain inhibitors, primary screen, biochemical, fluorescence intensity, uHTS | recombinant FAS-TE, OMFH fluorogenic substrate, fluorescence endpoint | inhibition, % at 15 µM | 360,000 compounds, 0.67% hits;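 active means compounds whose normalised, plate-corrected inhibition of enzyme fluorescence in the single-dose primary screen is 50% or more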;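 further: 0% = DMSO with enzyme and 100% = substrate without enzyme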
NadD inh: inhibitors of S. aureus NadD, primary screen, biochemical, colorimetric, uHTS; inhibition, % at 20 µM; Nicotinate-nucleotide adenylyltransferase NadD (Staphylococcus aureus N315); purified NadD enzyme, colorimetric absorbance read-out; 360,000 compounds, 0.78% hits; in the data active means inhibition above about 26%; further: some compounds past the cut are filed as inactive
Rpn11 inh: Rpn11 (PSMD14) deubiquitinase inhibitors, primary screen, biochemical, fluorescence polarization, uHTS | 26S proteasome non-ATPase regulatory subunit 14 (Homo sapiens), O00487 | human 26S proteasome, Ub4-pepOG fluorescence polarization; 20S core pre-blocked with epoxomicin | calls only at 20 µM | 360,000 compounds, 0.59% hits | AID 588493, 2011;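 active means inhibition at 20 µM, scaled to each plate's controls, above about 33%, limit read from the data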
Target sequence (O00487 whole entry, looked up): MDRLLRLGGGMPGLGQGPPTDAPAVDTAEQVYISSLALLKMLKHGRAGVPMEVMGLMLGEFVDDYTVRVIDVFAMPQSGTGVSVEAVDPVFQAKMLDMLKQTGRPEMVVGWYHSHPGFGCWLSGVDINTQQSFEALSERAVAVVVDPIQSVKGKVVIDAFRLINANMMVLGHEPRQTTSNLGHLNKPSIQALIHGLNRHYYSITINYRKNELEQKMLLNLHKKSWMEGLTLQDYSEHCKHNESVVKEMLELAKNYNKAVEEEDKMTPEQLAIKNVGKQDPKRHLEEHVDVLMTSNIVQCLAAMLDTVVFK
PABP1 MLLE inh: inhibitors of PABP1 MLLE–PAM2 peptide binding, primary screen, biochemical, fluorescence polarization, FITC-PAM2, GST-MLLE | Polyadenylate-binding protein 1 (Homo sapiens), P11940 | inhibition, % at 20 µM | 360,000 compounds, 0.36% hits | AID 588489, 2011; in the data active means inhibition above about 35%, passing the limit was not always enough;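 further: plate controls were DMSO wells with GST-MLLE for no effect and wells lacking GST-MLLE protein for full effect; some results filed as inactive read as strong as hits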
CSN deneddyl inh: inhibitors of CSN-mediated cullin deneddylation, primary screen, biochemical, fluorescence polarization, uHTS; COP9 signalosome complex subunit 5 (Homo sapiens), Q92905; Purified CSN, SCF-Nedd8-OG deneddylation; inhibition, % at 12.5 µM; 360,000 compounds, 0.38% hits; AID 651999, 2013;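 active means pattern-corrected inhibition above about 35%, with an unprinted fluorescence ratio check between 0.5 and 1.5, limit read from the data, passing the limit was not always enough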;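 further: 0% = enzyme with substrate and 100% = substrate without enzyme; some results filed as inactive read as strong as hits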
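test system = HEK293T-derived human Csn5 enzyme | amount = 0.24 nM Csn5 enzyme, final concentration | medium = Tris/NaCl/DTT buffer, pH 7.5 | schedule = 90 min reaction at room temperature | signal = FP | evaluation = inhibition of Csn5 cleavage, % | compound dosing = single dose of 12.5 µM compound with 0.25% DMSO | probe or stimulus = 10 nM SCFSkp2-Nedd8OG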
Starred values were filed as active, the others as inactive; i = inactive; / = not tested or not shown; + = active, no number.

SMILES	Neddyl block	Rin1-Abl PPI inh	MT1-MMP act inh	SKN-1 inh	FAS-TE inh	NadD inh	Rpn11 inh	PABP1 MLLE inh	CSN deneddyl inh
O=S1(=O)[C@H]2C[C@@H]3C=C[C@@]2(CN1Cc1cccc(F)c1)O3	i	5	-1	8	-6	-2	i	13	1
Cc1ccccc1-n1c(=S)[nH]c2nc3c(cc2c1=O)CCCC3	i	1	-5	4	-4	-1	i	32	0
CCOC(=O)C1(C)CCCN(C(=O)c2c(F)cccc2F)C1 (configuration not stated)	i	-4	1	11	-6	-1	i	1	0
CCC1Oc2ccc(C)cc2N(CC(=O)NCc2cc(OC)ccc2OC)C1=O (configuration not stated)	i	2	1	9	-8	0	i	7	-1
COc1ccccc1NC(=O)C(=O)c1cn(CC(=O)N2CCCC2)c2ccccc12	i	-1	-5	-9	11	-2	i	0	0
O=C(COC(=O)c1ccc(Cl)nc1)Nc1cccc(S(=O)(=O)N2CCCCC2)c1	i	0	14	-18	5	-5	i	-5	-4
CC(C)(C)NC(=S)Nc1ccc(Nc2ccccc2)cc1	i	-5	17	-7	15	3	i	23	3
CCN(CC(=O)Nc1ccccc1C(F)(F)F)C(=O)c1ccc2c(c1)NC(=O)C(C)S2 (configuration not stated)	i	-2	-2	10	-4	0	i	-12	2
CN(C)CCCNC(=O)c1cc(S(=O)(=O)N2CCOCC2)ccc1F	i	5	6	20	-6	-2	i	-7	0
CCNC(=O)c1c(NC(=O)c2cc(-c3cc(C)ccc3O)n[nH]2)sc2c1CCCC2	/	1	1	-1	6	20	i	8	5
Cc1ccnc(NC(=O)C2CCN(S(=O)(=O)c3cccc4nonc34)CC2)c1	i	0	-11	-3	-3	-1	i	-7	-2
COCCCn1c(SCC(=O)N2CC(=O)Nc3ccccc32)nnc1-c1ccoc1C	i	2	-4	-5	-5	-2	i	-24	1
Cc1cc(C(=O)COC(=O)Cc2ccc(Br)cc2)c(C)n1C	i	-3	-2	11	10	4	i	6	3
O=C(NC(NC(=O)c1ccccc1)c1cccc([N+](=O)[O-])c1)c1ccccc1	i	-1	2	18	-2	0	i	-2	0
COc1ccc(/C=C/c2c(-c3ccc(OC)cc3)oc3cccnc23)cc1	/	0	-1	13	28	3	i	-12	-4
CC1CCN(C2=C(NS(=O)(=O)c3ccc(Cl)cc3)C(=O)c3ccccc3C2=O)CC1	i	0	8	4	-6	-1	i	22	-6
O=C(CCCN1C(=O)/C(=C\c2ccco2)SC1=S)Nc1ccc2ccccc2c1	i	1	14	5	25	19	i	-11	19
CCCN(CC(=O)Nc1ccccc1OC)C(=O)CN1C(=O)NC(C)(C)C1=O	i	3	-6	12	-4	-5	i	8	-1
Cc1c(Cl)cccc1NC(=O)CC1Oc2ccccc2NC1=O (configuration not stated)	i	3	3	17	-3	-3	i	-8	0
COC(=O)c1ccc(CSc2nnc3ccccn23)o1	i	2	-6	8	-8	9	i	21	1
O=C(c1cccc(F)c1)N1CCN(c2cccc(Cl)c2)CC1	i	6	3	9	0	1	i	-5	3
COc1cccc(-c2cc3nc(NCc4cccnc4)n(C)c(=O)c3s2)c1	i	0	-3	4	4	6	i	-15	1
CCN(CC)C(=O)Cn1nc(-c2ccccc2O)nc1SCC(=O)Nc1ccc(OC)cc1	i	-2	-1	3	4	3	i	-5	2
COc1cccc(CC(=O)OCC(=O)N(C)CC(=O)Nc2ccc(Cl)c(C(F)(F)F)c2)c1	i	1	8	0	12	-9	i	3	4
CC(=O)c1cccc(N(CC(=O)NC2CCCC2)C(=O)c2csnn2)c1	i	-3	-5	5	0	-4	i	6	9

An excerpt from above in order of their number in SKN-1 inh, falling:
SMILES,SKN-1 inh
Cc1cc(C(=O)COC(=O)Cc2ccc(Br)cc2)c(C)n1C,11
O=C(c1cccc(F)c1)N1CCN(c2cccc(Cl)c2)CC1,9
O=S1(=O)[C@H]2C[C@@H]3C=C[C@@]2(CN1Cc1cccc(F)c1)O3,8
COc1ccccc1NC(=O)C(=O)c1cn(CC(=O)N2CCCC2)c2ccccc12,-9

Next section.
SMILES	Neddyl block	Rin1-Abl PPI inh	MT1-MMP act inh	SKN-1 inh	FAS-TE inh	NadD inh	Rpn11 inh	PABP1 MLLE inh	CSN deneddyl inh
O=C(CCc1nc2ccccc2c(=O)[nH]1)N1CCN(c2ccc(F)cc2)CC1	i	6	1	-12	-9	-5	i	-2	2
Cc1nc(C)c(C(=O)OCC(=O)NCCc2ccc(F)cc2)s1	i	0	2	-5	-6	-4	i	-39	3
COc1ccccc1CNC(=O)c1cc(S(=O)(=O)N2CCCCC2)c[nH]1	i	0	1	7	-2	7	i	11	1
Cc1cc(C)cc(N=Cc2c(O)c3ccccc3oc2=O)c1	/	-1	-12	-6	2	-9	i	23	-3
C=CCN(C(=O)CNC(=O)c1cccs1)C(C(=O)NC1CCCCC1)c1cccnc1 (configuration not stated)	i	-2	1	10	-4	4	i	-2	5
COc1ccccc1N1CCN(CC(=O)Nc2c(C)n[nH]c2C)CC1	i	-1	1	2	-9	-6	i	13	-1
CCOc1ccc(C(C)=O)cc1CSc1nc2nc(C)cc(C)n2n1	i	0	-2	3	-1	3	i	16	-3
CCC12C(=O)C(CC)(C(c3ccccc3)=C1c1ccccc1)[C@@H]1C(=O)N(c3ccc(C)cc3)C(=O)C12 (some centres not stated)	i	-2	-4	-5	34	10	i	-11	-7
Cc1ccc(CNC(=O)Nc2ccccc2)n1C	i	0	1	2	-4	-4	i	15	4
CS(=O)(=O)N1CCC(C(=O)Nc2ccccc2F)CC1	i	2	3	3	-8	2	i	-12	6
CC(C)OCCCNC(=O)CCC(=O)NNc1nc2ccccc2c2nc(-c3ccccc3)nn12	i	-1	5	2	1	-5	i	-3	-3
CC(=O)N/N=C(\C)c1cccc(C(F)(F)F)c1	i	-4	-4	5	-3	2	i	1	-4
COC(=O)c1c(NC(=O)C2C3CCC(C3)C2C(=O)O)sc2c1CCCCC2 (configuration not stated)	i	5	-6	0	0	2	i	41*	2
Cc1cc(NC(=O)c2ccccc2)nc(C)n1	i	-5	1	1	-4	1	i	3	-4
N#CCC(=O)Nc1ccc(C(=O)NCc2cccc(Cl)c2)cc1	i	-5	1	5	11	18	i	-11	9
O=C(NCc1ccco1)c1c(F)c(F)c(F)c(C(=O)NCc2ccco2)c1F	i	1	-6	0	-5	-4	i	7	5
CCCc1cc2c(=O)c(-c3ccccn3)c(C)oc2cc1O	+	-1	7	2	-5	-3	i	6	5
O=c1cc(CCl)nc2sc3ccccc3n12	i	0	-5	13	-2	4	i	-3	3
CSCC[C@H](NC(=O)OC(C)(C)C)c1nnc(SCC(N)=O)o1	i	2	-3	-6	-2	-4	i	-6	-4
O=C(CCC(=O)N(CC(=O)NC1CCCCC1)Cc1cccs1)Nc1ccccn1	i	-2	-5	8	-8	0	i	6	3
Cc1ccc(N(C)S(=O)(=O)c2csc(C(N)=O)c2)cc1C	i	0	2	22	-3	-7	i	-9	-4
O=C(CSc1cc(Cl)ccc1Cl)NCCN1C(=O)CSC1=O	i	1	6	15	-4	-2	i	-3	7
CCN(CC)c1ccc(N=Cc2ccc(N(CC)CC)cc2O)cc1	i	11*	43	8	-112	-5	/	-123	31
Cc1cccc(OCC(O)Cn2c(=N)n(CCN3CCOCC3)c3ccccc32)c1 (configuration not stated)	i	0	1	-25	-1	-7	i	21	-2
O=C(NCC(c1ccc(F)cc1)N1CCOCC1)c1ccccc1F (configuration not stated)	i	-3	2	-6	-5	2	i	-5	-1
SMILES	Neddyl block	Rin1-Abl PPI inh	MT1-MMP act inh	SKN-1 inh	FAS-TE inh	NadD inh	Rpn11 inh	PABP1 MLLE inh	CSN deneddyl inh
Cn1c(CNC(=O)CNC(=O)c2ccc(C(C)(C)C)cc2)cc(=O)n(C)c1=O	i	4	0	10	-6	3	i	-15	1
COc1ccc(C)cc1NC(=O)Nc1ccc(Br)cn1	i	1	4	7	-5	0	i	-22	3
COC(=O)C1=C(C)NC(C)=C(C(=O)OC)C1c1ccc(-c2cc(Cl)ccc2Cl)o1	/	0	-6	3	30	-2	i	10	2
CN1CCN(c2nc(-c3cccnc3)nc3ccccc23)CC1	/	-1	-16	-3	-11	-4	i	1	-1
COc1ccc(CC(=O)NCc2nnc(SCC(=O)Nc3nccs3)n2-c2ccccc2)cc1	i	-1	5	-9	-2	4	i	0	5
Cc1[nH]c2ccccc2c1C(=O)C(=O)NCCCc1ccccc1	i	4	1	6	7	-4	i	-16	3
NS(=O)(=O)c1ccc(CCNC(=O)CNC(=O)C2CCCCC2)cc1	i	1	1	28	-2	1	i	8	-6
CCCCCCCCCCCCCCCC(=O)OC/C=C(C)/C=C/C=C(C)/C=C/C1=C(C)CCCC1(C)C	i	-2	-1	4	12	3	i	-14	4
COc1ccc(NC(=S)NC(=O)c2ccc3c(c2)OCCO3)cc1	i	2	8	-9	29	-5	i	25	3
CCOC(=O)c1ccc2nc(NC(=O)C(C)C)sc2c1	i	0	-6	17	-2	-6	i	-11	-2
CC(=O)NC1C(=O)N=C(SCC(=O)Nc2sc3c(c2C#N)CCCCCC3)NC1=O (configuration not stated)	i	5	-3	3	-8	5	i	-14	7
C=CCn1c(=O)c2c3c(sc2n2c(Nc4ccc(OC)cc4)nnc12)CCCC3	i	-5	-1	35	14	9	i	-7	9
Cc1cc(C)nc(N2CCC(C(=O)Nc3cccc(C(F)(F)F)c3)CC2)n1	i	1	7	-7	8	-5	i	-5	-3
CC1CCN(C(=O)COC(=O)c2cc(Cl)cc(Cl)c2N)CC1	/	0	0	12	13	-3	i	-10	-7
Cc1ccc(C)c(OCCC(=O)OCC(=O)NNC(=O)c2ccccc2)c1	i	-1	2	-6	0	3	i	15	5
COc1cccc(C(=O)OCC(=O)NCCCc2ccccc2)c1	i	-2	-1	3	2	-10	i	9	4
CCCCOc1ccc(/C(O)=C2/C(=O)C(=O)N(CCCOC)C2c2ccncc2)cc1C (configuration not stated)	i	-7	6	-1	-8	3	i	11	0
CCOc1cc(S(=O)(=O)N2CCN(Cc3ccccc3)CC2)ccc1Br	i	-1	-6	20	22	6	i	1	-2
CCN(CC)c1nc2c(c(=O)[nH]c(=O)n2C)n1Cc1ccccc1Cl	i	0	-1	7	3	-3	i	15	-3
Cc1ccc(Cl)cc1N1CCN(S(=O)(=O)c2cccc(S(=O)(=O)N3CCCC3)c2)CC1	i	-4	4	-6	31	4	i	-1	3

Screens: PubChem BioAssay, several laboratories
